Screens as filed in PubChem BioAssay.
EPAC2 antag – antagonists of human EPAC2 | EPAC2 GEF exchange of Rap1B-BODIPY-GDP, fluorescence | 0.18% of 360,000 active | Potency, µM (doses to about 114 µM), for inactives: at the highest dose activity, negative = inhibition, most hits filed as inhibitors | AID 720708; further: potency means the concentration at half of the fitted maximal effect; on the % scale 0 is the no-effect control and ±100 the full control effect; nearly all actives have a fitted effect of over 45% in size; many of its hits are not listed in these tables
TDP43 rescue – TDP-43 toxicity inhibition in yeast | 1.8% of 410,000 active | AID 652104 | TDP-43 expressing yeast growth rescue, BacTiter-Glo, 24 h | Potency, µM (highest dose often 46.1 µM), without a hit: at the top dose growth rescue (activation), most hits filed as activators; further: potency means the concentration at half of the fitted maximal effect; % of control where 0% means no effect; nearly all actives have a fitted effect of over 50% in size
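Yeast cells expressing TDP-43 under galactose induction are exposed to compounds for 24 hr at 30 deg C. BacTiter-Glo luminescence measures growth, so protective compounds score as activators.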
DRD3 antagonist – blocks the human D3 dopamine receptor. P35462. D3R cells, DiscoveRx beta-arrestin luminescence, antagonist mode; active compounds read low. max response, negative = inhibition, %. 2.5% of 360,000 active. AID 652054; in the data active means max response below about -50%; inconclusive means no clear call, values can overlap the other calls; further: on the % scale 0 is the no-effect control and ±100 the full control effect; mostly tested at two doses, the higher about 12 µM
Target sequence (P35462 whole entry, looked up): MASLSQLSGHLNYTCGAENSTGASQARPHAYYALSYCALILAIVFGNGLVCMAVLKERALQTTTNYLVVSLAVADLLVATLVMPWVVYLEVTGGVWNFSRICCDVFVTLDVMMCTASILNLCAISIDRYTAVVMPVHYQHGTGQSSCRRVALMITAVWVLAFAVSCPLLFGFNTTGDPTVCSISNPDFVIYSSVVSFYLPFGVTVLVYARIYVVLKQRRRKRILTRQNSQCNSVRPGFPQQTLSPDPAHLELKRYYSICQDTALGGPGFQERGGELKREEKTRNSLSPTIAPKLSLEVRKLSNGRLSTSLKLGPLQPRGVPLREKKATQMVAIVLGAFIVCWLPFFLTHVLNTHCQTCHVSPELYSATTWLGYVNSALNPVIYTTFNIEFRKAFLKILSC
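Cells expressing the human receptor were seeded at 1500 cells/well, incubated overnight at 37 degrees C in 5% CO2, then exposed to library compounds with dopamine controls for 90 minutes at 37 degrees C before luminescent detection.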
EPAC2 ag – agonists of human EPAC2 (RAPGEF4). Q8WZA2. 0.079% of 360,000 active. Potency, µM (series often up to 154 µM), for the others: top-dose activation, hits mostly activators. EPAC2 activation, biochemical qHTS; response scale: 100% = 6.5 mM cAMP response; further: potency means the concentration at half of the fitted maximal effect; nearly all actives have a fitted effect of over 50% in size
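In this primary screen, activation is scored as increased exchange of BODIPY-GDP from Rap1B by 100 nM EPAC2, with 50 uM GDP as competitor. Signal is normalized to the 6.5 mM cAMP agonist control.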
aSyn yeast inh – rescues yeast growth from alpha-synuclein toxicity; Yeast expressing alpha-synuclein, growth rescue, BacTiter-Glo, 24 h; Potency, µM (series often up to 46.1 µM), without a hit: top-dose growth rescue (activation), hits mostly activators; 0.14% of 370,000 active; further: potency means the concentration at half of the fitted maximal effect; % of control where 0% means no effect; nearly all actives have a fitted effect of over 65% in size
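Galactose-induced alpha-syn yeast (OD600=0.02, raffinose-pregrown) + pinned cpd, 24 hr, 30 deg C; growth by BacTiter-Glo luminescence. Growth restoration scores as activation.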
Abeta rescue – compounds reversing amyloid beta toxicity in yeast | yeast expressing A-beta42, growth rescue, OD600, 48 h; response scale: 0% DMSO, 100% iron-clioquinol control | Potency, µM (doses to about 46.1 µM), for inactives: at the top dose growth rescue, actives largely listed as activators | 0.063% of 410,000 active | AID 1347071; further: potency means the concentration at half of the fitted maximal effect; nearly all actives have a fitted effect of over 55% in size
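Yeast A-beta toxicity model in growth medium with pinned compounds, 48 h at 30 C; growth read as absorbance at 600 nm. Normalized to FeCl3/clioquinol equimolar mix (positive) and DMSO (negative).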
DRD3 agonist – D3 dopamine receptor (human) agonism; P35462; D3R DiscoveRx beta-arrestin cells, luminescence, 90 min; max activation, %; 0.58% of 410,000 active; AID 652048; in the data active means max activation above about 30%; further: 0% is about no effect; mostly tested at two doses, the higher about 12 µM
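Agonist mode: compounds and dopamine controls were applied to plated cells for 90 min at 37 degrees C after an overnight attachment at 1500 cells/well. Luminescent read-out followed 30 - 60 minutes at room temperature with DiscoveRx detection reagent.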
FUS suppressor – rescues growth of FUS-expressing yeast. S. cerevisiae FUS-expressing, growth rescue, OD600, 24 h. Potency, µM (titrated, usually from 76.6 µM), for inactives: top-dose growth rescue (activation), usual class: activators. 0.24% of 390,000 active. AID 1347120;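 further: potency means the concentration at half of the fitted maximal effect; plate controls were DMSO vehicle for no effect and reference control for full effect; nearly all actives have a fitted effect of over 55% in size; some results filed as inactive show a strong effect at the top dose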
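Steps: raffinose overnight preculture; dilution to OD 0.005 in 2% galactose minimal medium; compound addition (concentration series); 24hr at 30C, 99% humidity; absorbance read at 600 nm.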
Active calls of the source: *; [ ] = dose if it differs, or a comment. Unless noted, the call rests on the fitted dose curve; in most records, active means well fitted curve in the direction sought with a large enough effect; inconclusive means small, poorly fitted or top-dose-only effect, or another doubt; inactive means no such curve, though single readings can be large; an effect the other way counts as inactive or inconclusive. An excerpt (hit frequency here may not be typical).

Screening Cc1nc(Oc2ccccc2)c2oc3ccccc3c2n1 returned EPAC2 antag -2%, TDP43 rescue inconclusive, DRD3 antagonist 24, EPAC2 ag -7%, aSyn yeast inh 3%, Abeta rescue -29%, DRD3 agonist 0 and FUS suppressor 12%.
Screening OC(CNC1CCCc2ccccc21)COc1c(Cl)cccc1Cl (stereo unspecified) returned EPAC2 antag -3%, TDP43 rescue 4%, DRD3 antagonist -78*, EPAC2 ag 11%, aSyn yeast inh 0%, Abeta rescue 10% and DRD3 agonist -24.
`CCOC(=O)c1sc(SC)c2c1CCCC2=O` gave EPAC2 antag -24%, TDP43 rescue 2%, DRD3 antagonist 12, EPAC2 ag -4%, aSyn yeast inh 10%, Abeta rescue -18%, DRD3 agonist 26 and FUS suppressor 9%.
`NC(=O)C(=O)N/N=C/c1c[nH]c2ccc(Br)cc12` gave EPAC2 antag 14%, TDP43 rescue 27%, DRD3 antagonist -21, EPAC2 ag 5%, aSyn yeast inh 0%, Abeta rescue -1%, DRD3 agonist -4 and FUS suppressor -31%.
`COc1ccc(CN2C(=O)c3cccc4cccc(c34)C2=O)cc1` gave EPAC2 antag 5%, TDP43 rescue 11%, DRD3 antagonist 30, EPAC2 ag -5%, aSyn yeast inh 3%, Abeta rescue 3%, DRD3 agonist 15 and FUS suppressor -22%.
`N=C1C(c2nc(-c3ccc(Br)cc3)cs2)=C(O)CN1NC(=O)c1ccc([N+](=O)[O-])cc1` gave EPAC2 antag 1%, TDP43 rescue -9%, DRD3 antagonist 11, EPAC2 ag -3%, aSyn yeast inh 1%, Abeta rescue -11%, DRD3 agonist -2 and FUS suppressor -18%.
`COC(=O)[C@H](CC(C)C)NC(=O)Nc1ccc(S(N)(=O)=O)cc1` gave EPAC2 antag 16%, TDP43 rescue 12%, DRD3 antagonist -7, EPAC2 ag 9%, aSyn yeast inh 0%, Abeta rescue -5%, DRD3 agonist 0 and FUS suppressor -20%.
Screening CCCn1c(NC(=O)c2cccc(S(=O)(=O)N3CCCC3)c2)nc2ccccc21 returned EPAC2 antag -1%, TDP43 rescue 22µM*, DRD3 antagonist -7, EPAC2 ag 1%, aSyn yeast inh 1%, Abeta rescue -43%[inhibitor], DRD3 agonist 3 and FUS suppressor inconclusive.
`Cc1ccc(OCC(=O)NC(C)c2ccc(Cl)c(Cl)c2)c([N+](=O)[O-])n1` (stereo unspecified) gave EPAC2 antag -29%, TDP43 rescue inconclusive, DRD3 antagonist -14, EPAC2 ag 7%, aSyn yeast inh 11%, Abeta rescue -21%, DRD3 agonist -2 and FUS suppressor 5%.
`CCCCNC(=O)C(C#N)c1nc2ccccc2nc1N1CCN(Cc2ccc3c(c2)OCO3)CC1` (stereo unspecified) gave EPAC2 antag -2%, TDP43 rescue -7%, DRD3 antagonist -20, EPAC2 ag -81%[inhibitor], aSyn yeast inh -1%, Abeta rescue -5%, DRD3 agonist -15 and FUS suppressor -29%.

The list goes on; it opens with the 2 that closed the last part.
`Cc1ccc(OCC(=O)NC(C)c2ccc(Cl)c(Cl)c2)c([N+](=O)[O-])n1` (stereo unspecified) gave EPAC2 antag -29%, TDP43 rescue inconclusive, DRD3 antagonist -14, EPAC2 ag 7%, aSyn yeast inh 11%, Abeta rescue -21%, DRD3 agonist -2 and FUS suppressor 5%.
`CCCCNC(=O)C(C#N)c1nc2ccccc2nc1N1CCN(Cc2ccc3c(c2)OCO3)CC1` (stereo unspecified) gave EPAC2 antag -2%, TDP43 rescue -7%, DRD3 antagonist -20, EPAC2 ag -81%[inhibitor], aSyn yeast inh -1%, Abeta rescue -5%, DRD3 agonist -15 and FUS suppressor -29%.
Screening Cc1ccccc1OCc1nc(-c2ccccc2)no1 returned EPAC2 antag -5%, TDP43 rescue 11%, DRD3 antagonist 24, EPAC2 ag 1%, aSyn yeast inh 2%, Abeta rescue 3%, DRD3 agonist -4 and FUS suppressor -8%.
CCOc1ccc(N2C(=O)CC(N(Cc3ccco3)C(C)=O)C2=O)cc1 (stereo unspecified) was read as EPAC2 antag 0%, TDP43 rescue -7%, DRD3 antagonist -3, EPAC2 ag -1%, aSyn yeast inh 0%, Abeta rescue -11%, DRD3 agonist 5 and FUS suppressor 16%.
Screening O=S(=O)(NC(=S)c1ccccc1)c1ccccc1 returned EPAC2 antag -12%, TDP43 rescue -19%, DRD3 antagonist 2, EPAC2 ag 9%, aSyn yeast inh -4%, Abeta rescue -8%, DRD3 agonist 0 and FUS suppressor 2%.
Screening Cc1ccc(NC(=O)CNc2ccc(OC(C)C)cc2)cc1 returned EPAC2 antag -4%, TDP43 rescue 11%, DRD3 antagonist -24, EPAC2 ag -3%, aSyn yeast inh 15%, Abeta rescue 0%, DRD3 agonist 0 and FUS suppressor 21%.
For COc1ccc(S(=O)(=O)N2CCCOC2CNC(=O)C(=O)NCc2ccccn2)cc1 (stereo unspecified) the results were EPAC2 antag 1%, TDP43 rescue 10%, DRD3 antagonist 6, EPAC2 ag -6%, aSyn yeast inh 3%, Abeta rescue 18%, DRD3 agonist -1 and FUS suppressor 17%.
Screening COc1ccc2c(c1OC)C(=O)NC(C)=C(C(=O)OC(C)(C)C)C2O (stereo unspecified) returned EPAC2 antag -3%, TDP43 rescue 16%, DRD3 antagonist 11, EPAC2 ag 14%, aSyn yeast inh 16µM*, Abeta rescue 32%, DRD3 agonist 9 and FUS suppressor -8%.
Cc1ccc2c(c1Br)C(O)(CC(=O)c1ccc(F)cc1)C(=O)N2 (stereo unspecified) was read as TDP43 rescue 22%, Abeta rescue -1%, DRD3 agonist 4 and FUS suppressor -2%.
`COc1ccc(C(CNC(=O)c2ccc(Cl)c(S(=O)(=O)N3CCCC3)c2)N2CCCC2)cc1` (stereo unspecified) gave EPAC2 antag 4%, TDP43 rescue -1%, DRD3 antagonist -77*, EPAC2 ag 13%, aSyn yeast inh 0%[1.84 µM], Abeta rescue -4%, DRD3 agonist -18 and FUS suppressor inconclusive.
O=C1CCCCC1C(Nc1ccc(Br)cc1)c1ccccc1 (stereo unspecified) was read as EPAC2 antag -6%, TDP43 rescue 13µM*, DRD3 antagonist -2, EPAC2 ag -2%, aSyn yeast inh 19%, Abeta rescue 0%, DRD3 agonist 2 and FUS suppressor 17%.
CC(C)(C)[C@@H]1CCC(=O)N(CC[C@H](Sc2ccccc2)c2ccccc2)CC1 was read as EPAC2 antag -29%, TDP43 rescue -19%, DRD3 antagonist 0, EPAC2 ag -3%, aSyn yeast inh -1%, Abeta rescue 1%, DRD3 agonist -16 and FUS suppressor 23%.
Screening CCOC(=O)C1=C(COC(=O)/C=C/c2ccc(Cl)cc2)NC(=O)NC1C (stereo unspecified) returned EPAC2 antag 16%, TDP43 rescue -6%, DRD3 antagonist 13, EPAC2 ag 3%, aSyn yeast inh -4%, Abeta rescue 5%, DRD3 agonist 1 and FUS suppressor 10%.
Screening COCCNC(=O)CSc1nnc(-c2ccc(OC)c(OC)c2)c(-c2ccc(OC)c(OC)c2)n1 returned TDP43 rescue 30%, Abeta rescue 17%, DRD3 agonist 4 and FUS suppressor inconclusive.
Screening COC(=O)CSc1nc2ccccc2c(=O)n1Cc1ccccc1 returned EPAC2 antag inconclusive, TDP43 rescue 14%, DRD3 antagonist 3, EPAC2 ag 12%, aSyn yeast inh 5%, Abeta rescue 16%, DRD3 agonist -3 and FUS suppressor -5%.
Screening Cc1ccccc1NC(=S)NNC(=O)c1ccco1 returned EPAC2 antag 5%, TDP43 rescue 4%, DRD3 antagonist -6, EPAC2 ag -5%, aSyn yeast inh 0%, Abeta rescue 7%, DRD3 agonist 1 and FUS suppressor 7%.
`Cc1ccc(-n2c(C)cc(/C=N/NC(=O)CN(c3ccc(C)cc3C)S(C)(=O)=O)c2C)cc1` gave EPAC2 antag -5%, TDP43 rescue -10%, DRD3 antagonist -27, EPAC2 ag 10%, aSyn yeast inh 7%, Abeta rescue 17%, DRD3 agonist -6 and FUS suppressor inconclusive.
`Cc1ccc(S(=O)(=O)N2[C@@H](c3ccccc3)C(C(=O)O)=CC[C@H]2c2cccc(C)c2)cc1` gave EPAC2 antag 10%, TDP43 rescue inconclusive, DRD3 antagonist -22, EPAC2 ag -2%, aSyn yeast inh -3%, Abeta rescue -10%, DRD3 agonist -28 and FUS suppressor 13%.
COc1cc2c(C)nc3onc(-c4ccccc4)c3c2cc1OC was read as EPAC2 antag 11%, TDP43 rescue -6%, DRD3 antagonist 10, EPAC2 ag -1%, aSyn yeast inh 2%, Abeta rescue 4%, DRD3 agonist 4 and FUS suppressor 2%.
`O=C(Nc1cnc2ccccn2c1=O)c1ccc(F)cc1` gave EPAC2 antag -2%, TDP43 rescue 9%, DRD3 antagonist 13, EPAC2 ag 5%, aSyn yeast inh -1%, Abeta rescue 2%, DRD3 agonist 0 and FUS suppressor 3%.
`Cc1cc(C)n(CC(=O)NN)n1` gave EPAC2 antag 4%, TDP43 rescue 22%, DRD3 antagonist 14, EPAC2 ag -3%, aSyn yeast inh 3%, Abeta rescue -5%, DRD3 agonist 2 and FUS suppressor -40%.
For COc1ccc(-c2cc(C(=O)NCc3cccs3)no2)cc1 the results were EPAC2 antag 4%, TDP43 rescue 10%, DRD3 antagonist 11, EPAC2 ag -2%, aSyn yeast inh 2%, Abeta rescue 3%, DRD3 agonist 5 and FUS suppressor -12%.
For CN(C)c1nc(N)c([N+](=O)[O-])c(NCCO)n1 the results were EPAC2 antag -1%, TDP43 rescue 2%, DRD3 antagonist 89, EPAC2 ag -2%, aSyn yeast inh 5%, Abeta rescue 11% and DRD3 agonist 4.
CCc1ccc(NC(=O)CSc2nc3c([nH]c4ccccc43)c(=O)n2C)cc1 was read as TDP43 rescue 1%, Abeta rescue -17%, DRD3 agonist -2 and FUS suppressor -13%.
COC(=O)c1ccccc1NC(=O)CCC(=O)N1CCOc2ccccc21 was read as TDP43 rescue 0%, Abeta rescue -3%, DRD3 agonist 4 and FUS suppressor 3%.
Screening O=C(/C=C/c1ccc(-c2ccc(F)cc2)o1)N1CCCC1 returned EPAC2 antag -7%, TDP43 rescue -10%[0.397 µM], DRD3 antagonist 0, EPAC2 ag 2%, aSyn yeast inh 1%, Abeta rescue 0%, DRD3 agonist -3 and FUS suppressor 20%.
Screening Cn1c(SCC(=O)N2CCCCC2)nc2cccnc21 returned EPAC2 antag 0%, TDP43 rescue -11%, DRD3 antagonist -23, EPAC2 ag 1%, aSyn yeast inh -1%, Abeta rescue -5%, DRD3 agonist -1 and FUS suppressor 13%.
`Cc1ccc(O)c(NC(=O)c2cc([N+](=O)[O-])ccc2Cl)c1` gave EPAC2 antag -11%, TDP43 rescue inconclusive, DRD3 antagonist -27, EPAC2 ag 16%, aSyn yeast inh 16%, Abeta rescue -11%, DRD3 agonist 2 and FUS suppressor -1%.
